Compound activity deposited in PubChem by several laboratories.
bIAP inhibitor: intestinal alkaline phosphatase (bovine) inhibition. 190,000 tested, under 10 active. AID 1019. inhibition, % at 20 µM. purified bovine IAP, CDP-star luminescence, 30 min;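 active = over 50% inhibition of intestinal alkaline phosphatase at 20 µM in the single-dose screen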
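System: Purified bovine intestinal alkaline phosphatase (IAP) enzyme | Input: IAP diluted 1/65,000,000 in the well | Also added: CDP-star chemiluminescent phosphatase substrate, 30 µM final | Dosing: 20 µM single dose | Times: Enzyme reaction for 30 min at room temperature | Detection: Luminescence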
bIAP activator: increases bovine intestinal alkaline phosphatase activity; purified bovine IAP, CDP-star luminescence, 30 min; hits give high values; fold of DMSO-control signal, blank-subtracted; activation factor at 20 µM; 200,000 tested, 0.17% active; AID 1016;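 active = activation factor of 2 or more at 20 µM, a signal rise over negative controls twice the positive control's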
PPARg SRC-2 ag: agonists of SRC-2 recruitment by human PPARgamma | PPARgamma LBD-SRC-2 recruitment, biochemical | AID 1032 | 200,000 tested, 0.34% active | P37231 | activation, % at 8 µM; in the data active = activation above about 22%;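 note: 0% = vehicle and 100% = reference agonist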
Target sequence (P37231 whole entry, looked up, the tested form may be a part): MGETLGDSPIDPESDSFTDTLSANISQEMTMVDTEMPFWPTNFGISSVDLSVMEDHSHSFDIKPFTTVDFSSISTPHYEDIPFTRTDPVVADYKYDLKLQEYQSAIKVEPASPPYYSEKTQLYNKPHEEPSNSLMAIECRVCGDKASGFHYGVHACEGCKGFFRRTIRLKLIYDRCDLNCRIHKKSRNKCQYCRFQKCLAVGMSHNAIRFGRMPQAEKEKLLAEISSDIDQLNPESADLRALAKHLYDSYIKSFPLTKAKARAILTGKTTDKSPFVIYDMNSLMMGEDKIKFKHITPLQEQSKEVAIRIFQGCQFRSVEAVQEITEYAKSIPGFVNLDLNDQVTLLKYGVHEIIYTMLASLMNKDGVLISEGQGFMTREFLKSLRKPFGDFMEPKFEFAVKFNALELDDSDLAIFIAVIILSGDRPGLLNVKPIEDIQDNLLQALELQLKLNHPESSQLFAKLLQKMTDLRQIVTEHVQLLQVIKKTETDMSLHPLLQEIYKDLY
PPARg SRC1 recr: agonists of human PPARgamma SRC-1 coactivator recruitment. P37231. PPARgamma-SRC-1 coactivator recruitment biochemical assay. activation, % at 8 µM. 200,000 tested, 0.41% active; in the data active = activation above about 19%;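 note: 0% = DMSO and 100% = reference agonist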
PPARg SRC-3 ag: PPARgamma-driven SRC-3 recruitment agonism; P37231; biochemical PPARgamma/SRC-3 coactivator recruitment assay; activation, % at 8 µM; 200,000 tested, 0.26% active; in the data active = activation above about 23%;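 note: 0% = DMSO and 100% = reference agonist; some compounds past the cut are filed as inactive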
STAT1 inh: inhibitors of IFN-gamma induced STAT1 signaling | NIH 3T3 STAT1-luciferase reporter, luminescence | inhibition, % at 5.5 µM | 200,000 tested, 0.35% active | AID 920;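 active = inhibition above a set limit, the mean inhibition across all tested compounds plus 3 SD, cut at about 34% in these data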;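 note: 0% = IFN-gamma with DMSO and 100% = IFN-gamma with 300 µM nifuroxazide; values of inactives mirror those of a sister screen read the other way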
TNAP act hi DEA: increases human TNAP activity under high phosphate acceptor concentration; purified TNAP, CDP-star luminescence, 1 M DEA, 30 min; hits give high values; 0 = EDTA background, 1 = DMSO-only activity; P05186; activation factor at 20 µM; 200,000 tested, under 10 active;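 active = activation factor at least 2 at 20 µM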
Target sequence (P05186 whole entry, looked up): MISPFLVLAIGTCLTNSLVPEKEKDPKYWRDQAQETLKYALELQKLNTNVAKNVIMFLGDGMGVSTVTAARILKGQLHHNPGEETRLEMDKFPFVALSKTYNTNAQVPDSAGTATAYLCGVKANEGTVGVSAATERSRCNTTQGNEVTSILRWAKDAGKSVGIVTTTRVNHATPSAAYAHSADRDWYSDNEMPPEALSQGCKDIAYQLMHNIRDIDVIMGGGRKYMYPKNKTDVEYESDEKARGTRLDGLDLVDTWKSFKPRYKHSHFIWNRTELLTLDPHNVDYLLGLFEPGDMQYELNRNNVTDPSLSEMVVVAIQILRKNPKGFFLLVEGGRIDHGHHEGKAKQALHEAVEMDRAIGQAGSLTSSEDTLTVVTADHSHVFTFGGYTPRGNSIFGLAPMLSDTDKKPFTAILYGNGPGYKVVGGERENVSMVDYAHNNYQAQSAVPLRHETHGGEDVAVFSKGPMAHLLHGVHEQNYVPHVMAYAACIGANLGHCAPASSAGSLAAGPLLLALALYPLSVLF
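Assay system: human TNAP; Input: enzyme diluted 1/800 final; Reagent: CDP-star luminogenic substrate at 100 µM final; Timing: 30 min, room temperature; Signal: luminescence; Evaluation: TNAP activation factor scaled between EDTA and DMSO control wells.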
STAT3 act: STAT3 signaling activation | U3A cells, IL-6 STAT3-luciferase reporter, luminescence; 100% = signal with IL-6 EC80 alone | activation (% of control), % at 5.6 µM | 190,000 tested, 0.91% active;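 active = activation above the screen-wide mean of compound activation plus 3 SD, cut at about 130% in these data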;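 note: 0% = background luminescence of wells with medium and substrate only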
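System – human U3A cells carrying STAT3-luciferase construct · Probe or stimulus – Interleukin-6, 33 ng/mL · Schedule – compound 1 h, then IL-6 6 h at 37 °C · Signal – luminescence from STAT3-driven luciferase reporter · Evaluation – percent of IL-6-only median luminescence · Benchmarks – IL-6-only high control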
ROMK primary: modulates human ROMK potassium channel activity. Tet-inducible ROMK, thallium flux fluorescence; actives lie on both sides. B-score at 10 µM. 130,000 tested, 2% active;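 active = signal ratio slope over the read window, or its plate-corrected B-score, at least 3 SD from the plate mean, either direction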;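 note: B-score of the F/F0 ratio slope over 7 to 12 s after thallium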
STAT3 inh: inhibitors of IL-6 induced STAT3 signaling; inhibition, % at 5.5 µM; 190,000 tested, 0.89% active; U3A cells, IL-6 STAT3-luciferase reporter, luminescence; host cell line lacks STAT1; AID 862;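 active = inhibition above the mean inhibition across all screened compounds plus 3 SD, cut at about 44% in these data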;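 note: 0% = DMSO only wells and 100% = 100 µM nifuroxazide control wells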
TR-FRET SRC-2 ct: TR-FRET artefact, counter-screen to PPARgamma/SRC-2 agonist assay | hits give high values | TR-FRET ratio at 8 µM | 200,000 tested, 0.4% active; in the data active = TR-FRET ratio above about 2000; note: inactives centre near 1500
The depositor's hits bear a star; . = no result given.

No. | Compound | bIAP inhibitor | bIAP activator | PPARg SRC-2 ag | PPARg SRC1 recr | PPARg SRC-3 ag | STAT1 inh | TNAP act hi DEA | STAT3 act | ROMK primary | STAT3 inh | TR-FRET SRC-2 ct
1 | O=C1CCC/C1=c1\s/c(=C\c2cccnc2)c(=O)n1-c1ccccc1 | 4 | 1 | 11 | 2 | 0 | 12 | 1 | 90 | . | 18 | 1578
2 | CC(NC(=O)c1nn(C)c(=O)c2ccccc12)c1ccccc1 (centres undefined) | -8 | 1.1 | 7 | -2 | 0 | 20 | 1 | 96 | . | 9 | 1675
3 | Fc1ccc(NC(=S)N2CCOCC2)cc1Cl | -5 | 1 | 0 | 6 | -3 | 0 | 1 | 100 | . | 5 | 1439
4 | Cc1ccc2c(c1)nnn2C1CCN(C(=O)c2ccccc2F)CC1 | -4 | 1 | -2 | -4 | 3 | 11 | 1.1 | 101 | 0.29 | 6 | 1591
5 | CCOc1ccc2nc(NC(=O)c3ccc(OC)c(S(=O)(=O)N4CCOCC4)c3)sc2c1 | -15 | 1.1 | 2 | -2 | 3 | -1 | 1 | 100 | 0.01 | 4 | 1569
6 | CS(=O)(=O)N(CC(=O)N1CCN(c2ccc(F)cc2)CC1)c1cccc(Cl)c1 | -17 | 1.2 | 6 | 7 | 4 | -3 | 1 | 93 | -1.5 | 12 | 1532
7 | CNCCCCOc1ccccc1Cc1ccccc1 | 14 | 0.9 | 7 | 6 | 1 | . | 1.1 | . | . | . | 1443
8 | CC(=O)c1c(C)[nH]c(C(=O)OC2CCCCC2=O)c1C (centres undefined) | 4 | 1 | 14 | 3 | -1 | 7 | 1.1 | 89 | . | 18 | 1658
9 | Cc1ccc(OC(C)C(=O)N=Nc2c(O)[nH]c3ccc([N+](=O)[O-])cc23)cc1 (centres undefined) | -6 | 1.1 | 3 | 2 | 1 | -1 | 0.9 | 103 | 1.6 | 1 | 1461
10 | CCOc1cc(C)c(S(=O)(=O)N2CCCCC2)cc1C | 12 | 0.9 | 1 | 5 | 2 | -3 | 1.1 | 104 | -0.33 | 2 | 1601
11 | Cc1[nH]c(=O)[nH]c(=O)c1N(C)C | 0 | 1 | 4 | 2 | 2 | -2 | 1 | 96 | . | 6 | 1901
12 | CC(C)SCCCCOc1ccc2ccccc2c1 | 12 | 0.9 | 8 | 3 | 11 | -2 | 1 | 106 | 0.6 | -3 | 1513
13 | O=C(CCSc1ccccc1)Nc1ccc(S(=O)(=O)Nc2ncccn2)cc1 | -2 | 1 | -3 | -4 | -2 | 8 | 1 | 99 | 1.9 | 6 | 1344
14 | COc1ccc(CCNC(=O)COc2ncnc3ccccc23)cc1OC | -6 | 1.1 | 2 | -3 | 4 | 4 | 1 | 108 | -0.31 | -4 | 1566
15 | CCN(CC)S(=O)(=O)c1ccc(N2Cc3ccccc3C2=N)cc1 | 15 | 0.8 | -11 | 2 | -4 | 9 | 1 | 108 | -0.33 | -9 | 1385

Entries of single compounds, quoted from the list. Order of screens: bIAP inhibitor	bIAP activator	PPARg SRC-2 ag	PPARg SRC1 recr	PPARg SRC-3 ag	STAT1 inh	TNAP act hi DEA	STAT3 act	ROMK primary	STAT3 inh	TR-FRET SRC-2 ct
Cc1ccc(OC(C)C(=O)N=Nc2c(O)[nH]c3ccc([N+](=O)[O-])cc23)cc1 (centres undefined) reads -6	1.1	3	2	1	-1	0.9	103	1.6	1	1461
CCN(CC)S(=O)(=O)c1ccc(N2Cc3ccccc3C2=N)cc1 reads 15	0.8	-11	2	-4	9	1	108	-0.33	-9	1385

New compounds follow:
No. | Compound | bIAP inhibitor | bIAP activator | PPARg SRC-2 ag | PPARg SRC1 recr | PPARg SRC-3 ag | STAT1 inh | TNAP act hi DEA | STAT3 act | ROMK primary | STAT3 inh | TR-FRET SRC-2 ct
16 | Cc1ccc(Cn2c(CN3CCOCC3)nc3c2c(=O)n(C)c(=O)n3C)cc1 | 27 | 0.7 | 6 | -6 | -2 | 2 | 1 | 96 | . | 4 | 1516
17 | O=C(O)Cn1c(-c2cscn2)nc2ccccc21 | 6 | 0.9 | 4 | 0 | -8 | -8 | 1.1 | 97 | . | 13 | 1723
18 | O=C(O)CSc1ncnc2c1oc1ccccc12 | 8 | 0.9 | 26* | 19* | 24 | -5 | 1 | 107 | . | -7 | 1845
19 | COc1cc(C)c(S(=O)(=O)N2CCOCC2)cc1C(C)C | 8 | 0.9 | -3 | -1 | 4 | 9 | 1 | 96 | . | 10 | 1578
20 | O=C(NC(CO)Cc1ccc([N+](=O)[O-])cc1)C(Cl)Cl (centres undefined) | 12 | 0.9 | -2 | 2 | 2 | 6 | 1 | 100 | 0.91 | -3 | 1813
21 | Cc1nnc(SCC2=C(C(=O)O)N3C(=O)C(NC(=O)c4cccc(F)c4F)C3SC2)s1 (centres undefined) | -17 | 1.2 | 8 | -1 | 7 | 8 | 1 | 95 | 0.46 | 12 | 1629
22 | O=C(COc1cccc(NC(=O)c2cccc([N+](=O)[O-])c2)c1)c1ccc(F)cc1 | 22 | 0.8 | -2 | 2 | 4 | -5 | 1 | 91 | . | 17 | 1498
23 | CN1CCN(NC(=O)Nc2cccc(Cl)c2Cl)CC1 | 0 | 1 | 4 | 10 | 0 | -9 | 1 | 104 | . | 0 | 1575
24 | O=C(CN(CC1CCCO1)C(=O)CCC(=O)Nc1ccccn1)NCC1CCCO1 (centres undefined) | 8 | 0.9 | 16 | 6 | -5 | 1 | 1.1 | 97 | . | 6 | 1722
25 | O=C(N/N=C/C=C\c1ccccc1)c1cnccn1 | -5 | 1 | 2 | -1 | 1 | 1 | 1.1 | 90 | 0.36 | 14 | 1553
26 | O=C(NC1CCCCCC1)C1CCC(CNS(=O)(=O)c2ccc(Br)s2)CC1 (centres undefined) | -11 | 1.1 | 6 | -6 | -1 | 0 | 1 | 98 | 0.45 | 11 | 1538
27 | COc1cc(C=O)ccc1OCc1ccc(Cl)nc1 | -16 | 1.2 | -4 | -4 | -1 | -43 | 1.1 | 109 | . | -5 | 1551
28 | O=C(Nc1ccccc1)OCCOc1ccccc1 | 13 | 0.9 | -13 | 1 | -3 | -36 | 1.1 | 98 | . | 8 | 1551
29 | CCCCCn1c(=N)n(CC(O)COc2ccccc2OC)c2ccccc21 (centres undefined) | -13 | 1.1 | 0 | 1 | 6 | 17 | 1 | 107 | . | -3 | 1589
30 | COC(=O)c1c(-c2ccccc2)csc1N1C(=O)Nc2ccccc2N1O | -10 | 1.1 | 3 | 8 | 3 | -14 | 1.1 | 104 | 0.22 | -2 | 1675
31 | COc1cc(OC)cc(C(=O)NC(=S)N2CCCCCC2)c1 | 6 | 0.9 | 3 | 2 | 3 | -3 | 1.1 | 108 | 0.45 | -7 | 1799
32 | COC(=O)C1=C(C)NC(=O)/C1=C\c1cc(C)n(-c2c(C)cccc2C)c1C | 16 | 0.8 | 0 | 2 | 2 | 6 | 1 | 109 | -0.59 | -5 | 1310
33 | O=C(/C=C/c1cccs1)N1CCN(c2ccccc2F)CC1 | 8 | 0.9 | -7 | -2 | -2 | -10 | 1 | 110 | . | -10 | 1484
34 | CCCCCN(C(=O)NC(=O)Nc1ccc(C)cc1)S(=O)(=O)c1ccccc1 | -1 | 1 | -8 | 0 | -6 | -2 | 1 | 96 | . | 0 | 1571
35 | COC(=O)[C@H](CC(C)C)NC(=O)NCCCc1ccccc1 | 11 | 0.9 | -4 | -1 | 2 | -4 | 1.1 | 107 | 1.9 | -4 | 1676
36 | COc1cc2ccccc2cc1C(=O)Nc1ccccc1N1CCN(S(C)(=O)=O)CC1 | -13 | 1.1 | 3 | 1 | 0 | -1 | 1 | 99 | . | 7 | 1645
37 | O=c1oc(-c2ccco2)nc2sc3c(c12)CCCCC3 | 11 | 0.9 | -6 | 4 | -1 | -12 | 1 | 107 | 0.23 | -2 | 1659
38 | O=C(NNC(=O)C1CCCO1)c1ccc(F)cc1 (centres undefined) | 4 | 1 | -3 | 3 | -1 | 3 | 1 | 93 | -0.2 | 6 | 1543
39 | Cc1nc(NC(=O)c2ccc(Cl)cc2)nc2cc3c(cc12)OCO3 | 9 | 0.9 | -5 | -2 | -1 | 6 | 1 | 99 | -0.035 | 0 | 1507
40 | CN(C(=O)CSc1ncc(C(F)(F)F)cc1Cl)c1c(N)n(Cc2ccccc2)c(=O)[nH]c1=O | -4 | 1 | 6 | 7 | 3 | 9 | 1 | 108 | -0.21 | -1 | 1598
41 | O=C(CSCc1ccc(Cl)cc1)NCc1ccccn1 | 5 | 1 | 3 | 4 | 1 | 2 | 1 | 95 | -0.57 | 3 | 1649
42 | CN(Cc1cccc(F)c1)C(=O)c1ccc(S(=O)(=O)C(F)F)cc1 | 5 | 0.9 | 0 | 1 | 2 | 7 | 1.1 | 101 | . | 6 | 1551
43 | O=C(c1c[nH]c2ccccc12)N1CCN(Cc2ccccc2)CC1 | 0 | 1 | 1 | -6 | -1 | -5 | 1 | 114 | -0.99 | -16 | 1665
44 | Cc1ccc(C(C(=O)NCc2ccco2)N(C(=O)Cn2nnc3ccccc32)c2ccccc2)o1 (centres undefined) | 4 | 1 | 1 | 0 | 7 | -7 | 1.1 | 101 | . | 3 | 1544
45 | CCOC(=O)N1CCN(S(=O)(=O)c2ccc(C(=O)NNc3nc4c(C)cccc4s3)cc2)CC1 | 16 | 0.8 | -1 | 5 | 5 | 2 | 1 | 120 | 2.1 | -24 | 1603
46 | CCOC(=O)CSc1nc2ccsc2c(=O)n1C1CCN(C(=O)OCC)CC1 | -8 | 1.1 | 0 | 0 | -2 | -1 | 1 | 92 | . | 14 | 1450
47 | Nc1cc(=O)[nH]c(SCc2nnc(-c3ccccc3)o2)n1 | 9 | 0.9 | -2 | 5 | 7 | 1 | 1.1 | 111 | . | -12 | 1548
48 | Cc1ccc(Nc2nc(CSc3nnc(-c4cccnc4)n3-c3ccccc3C)cs2)cc1 | 15 | 0.8 | -7 | 3 | -2 | 0 | 1.1 | 109 | -2 | -8 | 1325
49 | Cc1ccc(S(=O)(=O)/C(C#N)=C/c2c(N3CCN(C)CC3)nc3c(C)cccn3c2=O)cc1 | 7 | 0.9 | 3 | 7 | 11 | -4 | 1 | 108 | -1.4 | -6 | 1429
50 | COc1ccccc1C1=NNC(=NCc2ccccc2)SC1 | -6 | 1.1 | 0 | 7 | 4 | -1 | 1 | 88 | . | 16 | 1618
51 | Cc1ccc(C(=O)NNC(=O)CSc2nnc3c(n2)[nH]c2ccc(C)cc23)cc1 | -2 | 1 | 5 | -4 | 11 | 0 | 1 | 101 | -0.35 | 6 | 1321
52 | Cc1ccc(F)cc1NC(=S)NCCc1ccccc1 | -3 | 1 | 1 | -1 | -4 | 10 | 1 | 97 | -0.76 | 1 | 1314
53 | CCn1c(COc2ccc(=O)n(-c3ccccc3)n2)nnc1SCc1ccc(OC)cc1 | 1 | 1 | 3 | 4 | 2 | 1 | 1 | 101 | . | 4 | 1520
